EWS-Fli inh: blocks EWS/Fli oncoprotein-driven transcription; A673 NR0B1-luciferase reporter, viability-normalised; inhibition, % at 12.6 µM; 350,000 compounds, 0.67% hits; AID 651661;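 active means mean inhibition of at least 50% after viability correction, with every replicate also passing that limit; inconclusive means mean reaches 50% but only one of two replicates passes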;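 further: firefly luciferase signal divided by Alamar Blue viability fluorescence both relative to DMSO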
DENV2 CPE rescue: protects cells from dengue virus 2 cytopathic effect; CPE inhibition, % at 9.99 µM; 350,000 compounds, 1.7% hits; DENV2-infected cells, cytopathic effect rescue, plate reader; AID 651640; in the data active means CPE inhibition above about 20%, passing the limit was not always enough; inconclusive means no clear call, values can overlap the other calls; tested in BHK-21 cells;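 further: 0% = median of neutral control wells and 100% = median of positive control wells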
ARNT TACC3 PPI: disruptors of human ARNT/TACC3 interaction; Q9Y6A5; AlphaScreen His-ARNT PAS-B/GST-TACC3 binding, luminescence; TACC3 fragment carries E629A point mutation; inhibition, % at 9.99 µM; 390,000 compounds, 0.66% hits; AID 623870;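 active means mean inhibition of replicates at least 50% and at least half of replicates each reaching 50%; inconclusive means half or more replicates reach 50% but mean below 50%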;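 further: 0% = complete ARNT plus TACC3 wells and 100% = ARNT alone without TACC3; many hits fall short of the cut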
Xi reactivation: reactivates the inactive X chromosome in mouse fibroblasts; activation, % at 7.58 µM; 360,000 compounds, 0.055% hits; XiGFP mouse fibroblasts, % GFP-positive cells imaging, 3 d; cells co-treated with 5-aza-dC sensitizer; scaled so ellipticine positive control = 100%;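 active means mean normalized replicate activation at least 10% and every replicate at or above 10%; inconclusive means only one of the two criteria met; inactive means mean below 10% and not all replicates reach 10%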;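 further: 0% = median of on-plate neutral control wells and 100% = ellipticine 6 µM median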
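System: 68-5-11 XiGFP fibroblast line | Buffer or medium: DMEM containing 5-aza-dC | Compound: Single point | Times: Compounds 3 days, fix/stain 15 min at room temperature | Benchmarks: Positive control ellipticine, 6 µM final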
F508del corr: CFTR F508del correction in bronchial cells; CFBE cells, YFP halide quenching; stimulated with forskolin plus potentiator P3; % fluorescence drop versus neutral controls; 350,000 compounds, 0.36% hits; activity (quench increase), % at 7.58 µM;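 active means mean added fluorescence quench of at least 8% versus neutral control, with both replicates also reaching 8%; inconclusive means only one of the mean or replicate conditions met; inactive means mean below 8% and not both replicates reaching 8%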;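 further: cells transiently co-express mutant CFTR-F508del with the halide-sensitive YFP; corrector assay measuring rescue of mutant channel to the surface after 24 h compound exposure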
PAX8 inh HTS: PAX8 transcriptional activity inhibition. RMG-I TPO-luciferase reporter, SteadyGlo, 24 h. 360,000 compounds, 1.2% hits. AID 652154. inhibition, % at 12.6 µM;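 active means mean replicate inhibition at least 60% with every replicate also reaching 60%; inconclusive means only one of the two criteria is met; inactive means mean below 60% and not all replicates reaching 60%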;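 further: luciferase light reporting Pax8 driven TPO promoter activity; plate controls were median of neutral control wells for no effect and mitoxantrone controls for full effect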
ERp5 inh: inhibitors of human ERp5 | AID 651711 | 350,000 compounds, 0.05% hits | inhibition, % at 9.99 µM | ERp5 insulin aggregation, absorbance 650 nm, 90 min | Q15084;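 active means mean replicate inhibition above about 25%, with every replicate also reaching it, limit read from the data, passing the limit was not always enough; inconclusive means only one of those two criteria met; inactive means neither criterion met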
Target sequence (Q15084 whole entry, looked up): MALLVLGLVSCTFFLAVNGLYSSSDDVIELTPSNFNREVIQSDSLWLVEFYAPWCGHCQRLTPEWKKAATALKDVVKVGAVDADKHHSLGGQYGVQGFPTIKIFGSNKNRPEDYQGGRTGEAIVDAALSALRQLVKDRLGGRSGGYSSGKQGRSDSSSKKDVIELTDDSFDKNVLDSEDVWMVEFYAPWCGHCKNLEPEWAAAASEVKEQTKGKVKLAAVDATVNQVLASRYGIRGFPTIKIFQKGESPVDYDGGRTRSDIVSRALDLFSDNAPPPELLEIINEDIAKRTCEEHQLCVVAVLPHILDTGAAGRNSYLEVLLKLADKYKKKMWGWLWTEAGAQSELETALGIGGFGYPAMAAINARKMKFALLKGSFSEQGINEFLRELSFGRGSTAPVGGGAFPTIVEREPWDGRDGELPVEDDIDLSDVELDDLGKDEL
INS-1E GSIS act: GLuc luminescence reporter in INS-1E cells, primary screen for activators of glucose-dependent secretion of insulin. AID 743287. 370,000 compounds, 0.61% hits. activation, % at 16.6 µM. INS-1E GLuc reporter insulin secretion, 2-3 h;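 active means lowest replicate activation of at least 40%, so every replicate reaches that level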;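 further: 0% = median of neutral control wells and 100% = median of IBMX positive control wells; some compounds called inactive have numbers as strong as hits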
An asterisk follows results filed as active; u = inconclusive; x = no result given; & = joins results of further samples.

item	SMILES	EWS-Fli inh	DENV2 CPE rescue	ARNT TACC3 PPI	Xi reactivation
1	O=C(CSc1nnc(COc2ccccc2)n1Cc1ccco1)Nc1ccc2c(c1)OCCO2	10	4	-3	x
2	COC(=O)c1cn(Cc2ccc(C(F)(F)F)cc2)cc(F)c1=O	12	-2	-1	-0.1
3	O=C1CC(N2CCC(O)(c3ccc(Br)cc3)CC2)C(=O)N1c1ccc(Cl)cc1 (stereo not drawn)	1	-17	-6	-0.1
4	COc1cc(Br)c(C(=O)c2nccc3cc(OC)c(OC)cc23)cc1OC	-9	u	10	0.0
5	CN(C(=O)CN1C(=O)/C(=C/c2ccc(F)cc2)SC1=S)C1CCS(=O)(=O)C1 (stereo not drawn)	x	0	x	0.0
6	CCc1cc(-c2nnn(CCC3COCCO3)c2CC)cc(CC)c1-c1cn(Cc2ccccc2)nn1 (stereo not drawn)	24	-1	x	0.0
7	COC(=O)c1cc2c(c3c4cc(OC)ccc4n(S(=O)(=O)c4ccc(OC)cc4)c13)C(=O)N(C)C2	1	-6	x	0.0
8	CCc1ccc(-c2cc(C)no2)cc1S(=O)(=O)N1CCCN(Cc2ccc(F)cc2)C1	20	-1	2	0.0
9	C[N+]1(CC2COC3(CCCCC3)O2)CCCC1 (stereo not drawn)	9	-21	x	0.1
10	CCOC(=O)C1CCN(Cc2cc(C(C)(C)C)c(O)c(C(C)(C)C)c2)CC1	7	3	-6	0.0

item	F508del corr	PAX8 inh HTS	ERp5 inh	INS-1E GSIS act
1	-0.8	x	-3	-16
2	1.0	3	4	-6
3	-0.6	9	1	5
4	1.3	7	3	20
5	-2.9	3	-1	2
6	0.6	26	-4	-12
7	2.9	18	2	-32
8	0.9	44	-2	-20
9	0.3	2	0	x
10	1.4	-14	0	-13

The final 3 entries of the part above come first, to join the parts:
item	SMILES	EWS-Fli inh	DENV2 CPE rescue	ARNT TACC3 PPI	Xi reactivation
8	CCc1ccc(-c2cc(C)no2)cc1S(=O)(=O)N1CCCN(Cc2ccc(F)cc2)C1	20	-1	2	0.0
9	C[N+]1(CC2COC3(CCCCC3)O2)CCCC1 (stereo not drawn)	9	-21	x	0.1
10	CCOC(=O)C1CCN(Cc2cc(C(C)(C)C)c(O)c(C(C)(C)C)c2)CC1	7	3	-6	0.0
11	CC(C)(Oc1ccc(Cl)cc1)C(=O)NC1CCSC1=O (stereo not drawn)	12	8	-12	x
12	CC(C)NC(=O)Nc1ccc2c(c1)C(=O)N([C@H](C)CO)C[C@H](C)[C@H](CN(C)S(=O)(=O)c1cccs1)OCCCC[C@H](C)O2	5	13	-8	-0.1
13	COc1cccc(-c2nc(-c3ccc(C(=O)O)cc3)no2)c1	-70	1	-7	0.0
14	CCN1CCCC1CN=Cc1c(O)n(-c2ccccc2)c(=O)c2ccccc12 (stereo not drawn)	x	x	5	x
15	CC(=O)C1(O)C(C)CC2C3CC(F)C4(O)CC(O)CCC4(C)C3CCC21C (stereo not drawn)	2	-1	-2	0.1
16	COc1ccc(C(C)=O)cc1COC(=O)CCNS(=O)(=O)c1ccc(C)c(C)c1	5	-2	-2	0.0
17	COc1ccc([N+](=O)[O-])cc1NS(=O)(=O)c1ccc(C(=O)N2CCCC2)cc1	-3	2	-5	0.0
18	COC(=O)c1cc(Sc2c(Cl)cccc2Cl)ccn1	15	10	16	0.2
19	CCCN(CCC)S(=O)(=O)c1nc2nc(C)cc(C)n2n1	3	3	-6	0.2
20	O=C(O)C1Cc2ccccc2-c2ccccc2C1	7	12	-3	0.3

item	F508del corr	PAX8 inh HTS	ERp5 inh	INS-1E GSIS act
8	0.9	44	-2	-20
9	0.3	2	0	x
10	1.4	-14	0	-13
11	-0.5	x	8	-12
12	2.9	-7	6	-28
13	-1.5	-1	0	x
14	x	-2	-9	18
15	1.2	8	6	x
16	-0.6	2	-3	-20
17	-0.3	-22	9	-19
18	-1.3	-1	-3	1
19	-0.5	6	2	5
20	0.2	-2	4	-9

Continued:
item	SMILES	EWS-Fli inh	DENV2 CPE rescue	ARNT TACC3 PPI	Xi reactivation
21	CC(C)Cn1c(N)c(C(=O)COC(=O)c2cnccn2)c(=O)n(C)c1=O	-3	-3	-3	0.0
22	COc1ccc(CC(=O)Nc2ccc(S(=O)(=O)N(C)C3CCN(C)CC3)cc2)cc1	-8	1	6	0.0
23	COc1ccc(/C=C/C(=O)OCC(=O)Nc2c(C)cccc2C)cc1	-1	5	-21	0.0
24	Nc1nonc1-n1nnc(C(=O)N/N=C/c2ccco2)c1CSc1ccccc1	x	-3	x	0.9
25	CCNC(=O)NC(=O)C(C)OC(=O)CCCSc1nc2ccccc2s1 (stereo not drawn)	8	3	0	3.1
26	CCC(C)Sc1cccc(-c2nc3cc(C)ccn3c2NCc2ccccc2)c1 (stereo not drawn)	13&17	3&2	-4	0.0&-0.2
27	Cc1ccc(Cn2ccsc2=NC(=O)COC(=O)c2ccc(O)cc2O)cc1	x	-6	-1	0.1
28	COC(=O)c1cccc(NC(=O)c2ccc3c(c2)C(=O)N(Cc2cccnc2)C3=O)c1C	0	-1	-1	0.0
29	O=S(OCCN1CCOCC1)C(c1ccccc1)c1ccccc1 (stereo not drawn)	9	-7	-13	0.0
30	CC(C)CN=CC1=C(O)c2ccccc2C1=O	-32	5	0	0.0

item	F508del corr	PAX8 inh HTS	ERp5 inh	INS-1E GSIS act
21	-1.4	11	1	1
22	0.9	5	1	3
23	-1.7	11	2	1
24	-2.0	-10	x	11
25	x	27	-2	x
26	-2.5&-5.0	-73&-41	3&-1	-32
27	2.5	-22	-1	-36
28	3.5	11	-2	2
29	2.0	8	-1	9
30	0.7	-74	3	x

(continued)
item	SMILES	EWS-Fli inh	DENV2 CPE rescue	ARNT TACC3 PPI	Xi reactivation
31	C[C@@H]1CN([C@@H](C)CO)S(=O)(=O)c2ccc(C#CC(C)(C)O)cc2O[C@@H]1CN(C)C(=O)CC1CC1	-9	-4	-4	1.3
32	C#CCOCCOCCOCCNc1nc(N2CCN(C(=O)[C@H](CCCCN)n3cc([C@@H](N)C(C)CC)nn3)CC2)nc(N2CCN(C(=O)[C@H](CCCCN)n3cc([C@@H](N)CC(C)C)nn3)CC2)n1 (stereo partly drawn)	-3	19	20	0.1
33	CC(C)(C)c1ccc(C(O)c2ncc(-c3ccc4ccccc4c3)[nH]2)cc1 (stereo not drawn)	-8	-7	x	0.0
34	CCc1nc(CN2CCCC(C(=O)c3ccc4c5c(cccc35)CC4)C2)c(C)[nH]1 (stereo not drawn)	7	-8	16	0.1
35	COc1nc(N2CCCC2)nc(-n2nnc(C(C)=O)c2C)n1	-4	-4	-2	0.0
36	Oc1ccc(-c2nc3ccc4ccccc4c3c3c2CCC3)cc1O	x	x	2	0.1
37	CN1CCN(S(=O)(=O)c2cccc(C(=O)Nc3sc4c(c3-c3nc5ccccc5[nH]3)CCCC4)c2)CC1	-20	-14	-1	0.1
38	CCCCNC(=O)NCc1cnn(C)c1C	x	x	-3	-0.1
39	CC(C)NC[C@@H](O)COc1cccc2ccccc12	3	11	27	-0.1
40	CCOc1cc(C2C3=C(CC(C)(C)CC3=O)N(CCCOC)C3=C2C(=O)CC(C)(C)C3)ccc1OC	2	2	8	0.1

item	F508del corr	PAX8 inh HTS	ERp5 inh	INS-1E GSIS act
31	2.0	x	0	3
32	0.7	-12	0	3
33	1.6	-35	12	-15
34	-0.4	-12	2	4
35	-2.0	3	-3	2
36	x	-78	x	-14
37	4.4	7	-7	17
38	x	-20	x	7
39	-0.9	6	6	x
40	0.7	4	1	8

(next part)
item	SMILES	EWS-Fli inh	DENV2 CPE rescue	ARNT TACC3 PPI	Xi reactivation
41	CC(=O)c1ccc(NC(=O)c2ccc3snnc3c2)cc1	x	-4	-11	0.1
42	COc1ccc(/C=N/NC(=O)c2ccccc2OC)cc1COc1ccc(C)cc1	6	-1	-4	0.0
43	COc1ccc(-c2nc(N)n(C(=O)c3cccs3)n2)cc1	-3	-1	-7	0.2
44	NC(=O)C1CCN(c2ccc([N+](=O)[O-])cc2Cl)CC1	16	6	0	-0.1
45	O=C(NCc1ccccc1)[C@H]1[C@H](CO)[C@H]2Cn3c(ccc(/C=C/c4ccccc4)c3=O)[C@@H]1N2CC1CC1	0	-2	x	0.3
46	Cc1ccc(C(=O)NCCN2C3=NC[C@H](C)N3C[C@H]2Cc2ccc(O)cc2)cc1Br	-9	4	4	0.0
47	C[C@H]1CN([C@@H](C)CO)C(=O)c2cc(C#CC3CCCCC3)cnc2O[C@@H]1CN(C)Cc1cccnc1	-6	-2	-1	-0.2
48	Cc1c(C(=O)NC2CC(=O)N(c3ccc4c(c3)OCCO4)C2)cccc1[N+](=O)[O-] (stereo not drawn)	-2	8	0	-0.2
49	CCN1[C@@H]2c3ccc(C4=CCCC4)c(=O)n3C[C@@H]2[C@@H](CO)[C@@H]1C(=O)NCc1cccc(OC)c1	-3	1	3	0.0
50	CC(C)N(Cc1nc(-c2ccccc2)no1)S(=O)(=O)c1ccccc1	5	4	-5	0.0

item	F508del corr	PAX8 inh HTS	ERp5 inh	INS-1E GSIS act
41	0.3	-158	-11	1
42	0.6	18	-8	7
43	-2.8	20	-2	9
44	3.2	10	2	-4
45	0.3	18	1	-5
46	1.0	-5	13	12
47	-0.6	2	0	-10
48	1.6	2	3	14
49	x	-9	4	22
50	-1.2	0	-5	-22

Next part.
item	SMILES	EWS-Fli inh	DENV2 CPE rescue	ARNT TACC3 PPI	Xi reactivation
51	C[C@H]1CN([C@@H](C)CO)S(=O)(=O)c2ccc(Br)cc2O[C@H]1CN(C)C(=O)Cc1ccccn1	3&4	4	x	-0.1&0.1
52	Cc1cccc(C)c1NC(=O)C1(NC(=O)Cn2cccc([N+](=O)[O-])c2=O)CCCCC1	7	6	0	0.6
53	Cc1ccccc1S(=O)(=O)N1C[C@@H](O)COC[C@@H]2O[C@H](CC(=O)N3CCCCC3)CC[C@H]21	6	110*	-3	0.2
54	CC(C)CC(=O)Nc1ccc2c(c1)OCO2	-5	-3	3	0.0
55	CN(C)/C=C1\N=C(c2ccccc2)OC1=O	-24	-2	x	0.3
56	O=C(NCc1ccccc1)c1cc(C2CCCN(C(=O)C3CC3)C2)on1 (stereo not drawn)	-31	-1	x	0.0
57	COc1ccccc1N(C)S(=O)(=O)c1ccc(C(=O)OCC(=O)NCc2cccs2)cc1	-8	4	-2	-0.3
58	C[C@@H]1CN([C@H](C)CO)C(=O)Cc2cc(NC(=O)C3CCCCC3)ccc2O[C@H]1CN(C)S(=O)(=O)c1ccccc1	-7	u	2	-0.8
59	Cc1ccc(S(=O)(=O)N2[C@@H](CO)CO[C@H]2CC(=O)c2ccc(F)cc2)cc1	-9	5	x	0.3
60	O=c1[nH]c(/C=C/c2ccccn2)nc2ccccc12	-37	11	8	0.0

item	F508del corr	PAX8 inh HTS	ERp5 inh	INS-1E GSIS act
51	2.8&-0.7	-3&-21	-1	1&17
52	x	-10	2	13
53	-0.4	4	3	-1
54	2.3	-26	-5	9
55	-2.1	-47	-7	-12
56	2.0	-14	4	10
57	-1.4	-12	-4	-32
58	-1.2	x	-4	7
59	1.6	-104	3	-13
60	-0.1	-20	-1	10

Screening results (PubChem)

The order is random; about 4.2% have a hit in one of these screens.
